Assay outcomes: PubChem, National Center for Advancing Translational Sciences (NCATS)
EPAC1 ag – qHTS for Agonist of cAMP-regulated guanine nucleotide exchange factor 3 (EPAC1): primary screen; EPAC1 agonist qHTS, biochemical assay; response scale: 100% = response to 6.5 mM cAMP; Potency, µM (series often up to 154 µM), inactives show at the top dose activation, usual class: activators; Rap guanine nucleotide exchange factor 3 (Homo sapiens), O95398; 0.073% of 360,000 active; also: potency is read from the fitted curve at half-maximal effect; nearly all actives have a fitted effect of over 60% in size
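Multi-concentration qHTS readout: loss of Rap1B-bound BODIPY-GDP fluorescence driven by 100 nM EPAC1 with excess GDP (50 uM), monitored kinetically at room temperature; agonist response expressed relative to 6.5 mM cAMP.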
PLK1 PBD block – qHTS for Inhibitors of PLK1-PDB (polo-like kinase 1 - polo-box domain): Primary Screen | Potency, µM, without a hit: max response, negative = inhibition, usual class: inhibitors | Serine/threonine-protein kinase PLK1 (Homo sapiens), P53350 | Plk1 PBD binding of FITC phosphopeptide, fluorescence polarization | 2.8% of 360,000 active; also: potency is read from the fitted curve at half-maximal effect; series mostly up to about 57 µM; % is scaled to controls: 0 for no effect and ±100 for the full control effect; nearly all actives have a fitted effect of over 65% in size
GLP1R cytotox – qHTS of GLP-1 Receptor Inverse Agonists: Cytotox Screen. HEK293 cAMP-luciferase reporter cells, luminescence, 24 h. Potency, µM (titrated, usually from 38.3 µM), for inactives: at the highest dose activity change, negative = inhibition, most hits filed as inhibitors. AID 624418, 2012. 0.13% of 410,000 active;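 also: loss of luciferase light is scored as toxicity; potency is read from the fitted curve at half-maximal effect; % is scaled to controls: 0 for no effect and ±100 for the full control effect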
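Quantitative HTS format, 1536 wells, 200 cells/uL seeded. Compounds: 23 nL, 24 h, 37 °C. Detection: luciferase reagent, luminescence at 12 min RT; decreased signal taken as cytotoxic.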
GLP1R inv ag – qHTS of GLP-1 Receptor Inverse Agonists (Inhibition Mode); 1.6% of 410,000 active; AID 624417, 2012; HEK293 GLP-1R CRE-luciferase, luminescence, 24 h; GLP-1R form is constitutively active; Potency, µM (series often up to 38.3 µM), for the others: top-dose activity change, negative = inhibition, actives largely listed as inhibitors; also: potency is read from the fitted curve at half-maximal effect; % is scaled to controls: 0 for no effect and ±100 for the full control effect; nearly all actives have a fitted effect of over 55% in size
Target sequence (P43220 whole entry, looked up): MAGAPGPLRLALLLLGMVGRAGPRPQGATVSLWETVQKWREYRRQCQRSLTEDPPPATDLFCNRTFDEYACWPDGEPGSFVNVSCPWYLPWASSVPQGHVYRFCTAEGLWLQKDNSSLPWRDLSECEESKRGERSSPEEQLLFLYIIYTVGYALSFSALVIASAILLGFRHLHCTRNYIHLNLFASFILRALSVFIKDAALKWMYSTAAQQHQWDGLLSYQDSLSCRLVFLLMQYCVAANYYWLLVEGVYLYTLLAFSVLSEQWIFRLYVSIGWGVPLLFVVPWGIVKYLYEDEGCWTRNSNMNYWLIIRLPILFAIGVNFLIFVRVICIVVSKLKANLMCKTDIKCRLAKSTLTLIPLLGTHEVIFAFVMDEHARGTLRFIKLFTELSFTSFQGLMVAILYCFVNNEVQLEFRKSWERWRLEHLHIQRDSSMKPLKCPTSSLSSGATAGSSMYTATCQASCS
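Using stably transfected HEK293 (constitutively active GLP-1R, cAMP-luciferase reporter), compounds were incubated 24 hr and luciferase measured by luminescence.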
IL-2 act – qHTS of IL-2 Activators; IL-2 activation reporter assay, cell-based qHTS; stimulated with anti-CD3/CD4/CD28 beads; in transgenic mouse T cells; 0.065% of 360,000 active; activation, % (series mostly up to about 46 µM); in the data active = activation above about 50%; inconclusive = mostly about 30% to 49%; also: 0% is about no effect
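Unstimulated transgenic mouse T cells, 750 per well, received compound and, after 60 minutes, anti-CD3/anti-CD4 bead plus anti-CD28 stimulation. EGFP and DsRed were quantified after 18 hours.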
EPAC1 antagonist – qHTS for Antagonist of cAMP-regulated guanine nucleotide exchange factor 3 (EPAC1): primary screen; Rap guanine nucleotide exchange factor 3 (Homo sapiens), O95398; EPAC1 GEF assay, Rap1b-BODIPY-GDP exchange fluorescence; Potency, µM (series often up to 115 µM), without a hit: at the highest dose activity change, negative = inhibition, usual class: inhibitors; 0.14% of 360,000 active; AID 720709, 2013;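 also: potency is read from the fitted curve at half-maximal effect; plate controls were vehicle for no effect and positive control for full effect; nearly all actives have a fitted effect of over 50% in size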
GLP1R ag – qHTS of GLP-1 Receptor Agonists | Glucagon-like peptide 1 receptor (Homo sapiens), P43220 | HEK293 GLP-1R CRE-luciferase, luminescence, 4-6 h; cells express a hypersensitive GLP-1R form | Potency, µM (titrated, usually from 45.6 µM), for the others: at the highest dose activation, actives largely listed as activators | 0.007% of 380,000 active | AID 624172, 2012; also: potency is read from the fitted curve at half-maximal effect; % of control where 0% means no effect
PTHR1 ag – qHTS for PTHR1 Agonists: Primary Screen; Parathyroid hormone/parathyroid hormone-related peptide receptor (Homo sapiens), Q03431; HEK293 GP2 PTHR1 cells, GloSensor cAMP luminescence, 1 h; Potency, µM (series often up to 115 µM), inactives show at the highest dose activation, usual class: activators; 0.075% of 410,000 active; AID 743266, 2014; also: potency is read from the fitted curve at half-maximal effect; nearly all actives have a fitted effect of over 55% in size; some results filed as inactive show a strong effect at the top dose; inactives centre near -15; many of its hits are not listed in these tables
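HEK-293-derived GP2 cells expressing PTHR1 and a GloSensor cAMP reporter, 3,000/well, plated overnight, given luciferin plus IBMX (each 0.5 mM as added) for 1 h at 37 °C, then compound for 1 h at 37 °C. Luminescence was read after 15 min at room temperature.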
PI5P4Ka inh – qHTS for Inhibitors of phosphatidylinositol 5-phosphate 4-kinase (PI5P4K) | PI5P4Kalpha enzyme, ADP-Glo luminescence, 60 min; active compounds read low | 1.2% of 330,000 active | Phosphatidylinositol 5-phosphate 4-kinase type-2 alpha (Homo sapiens), P48426 | max response, %; active = max response of -50% or lower; inconclusive = between -30% and -50%; inactive = -30% or higher; also: value at the top dose of about 77 µM; % is scaled to controls: 0 for no effect and ±100 for the full control effect
Target sequence (P48426 whole entry, looked up): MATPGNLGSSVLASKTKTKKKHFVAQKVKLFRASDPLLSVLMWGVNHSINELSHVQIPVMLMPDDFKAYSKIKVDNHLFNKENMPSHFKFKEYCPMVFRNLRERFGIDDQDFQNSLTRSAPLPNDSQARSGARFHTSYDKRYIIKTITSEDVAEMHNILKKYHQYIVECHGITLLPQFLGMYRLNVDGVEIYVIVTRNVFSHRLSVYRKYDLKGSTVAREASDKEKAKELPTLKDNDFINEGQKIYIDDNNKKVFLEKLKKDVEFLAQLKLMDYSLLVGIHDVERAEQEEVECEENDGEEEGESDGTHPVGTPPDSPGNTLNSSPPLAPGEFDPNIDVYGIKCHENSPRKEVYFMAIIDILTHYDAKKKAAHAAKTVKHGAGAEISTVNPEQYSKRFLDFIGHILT
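PI5P4Kalpha ADP-Glo assay; 5 microM ATP final; 60 min RT reaction; HEPES pH 7.4/EGTA/CHAPS, 5% DMSO; controls lacking substrate or enzyme; luminescent end-point.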
An asterisk follows results filed as active; i = inactive; u = inconclusive; x = not tested or not shown; & = joins results of further samples; [ ] = another dose, or the depositor's remark. Unless noted, calls follow the shape of the dose curve; as a rule, active = well fitted curve in the direction sought with a large enough effect; inconclusive = small, poorly fitted or top-dose-only effect, or another doubt; inactive = no such curve, though single readings can be large; an effect the other way counts as inactive or inconclusive.

entry	smiles	EPAC1 ag	PLK1 PBD block	GLP1R cytotox	GLP1R inv ag	IL-2 act	EPAC1 antagonist	GLP1R ag	PTHR1 ag	PI5P4Ka inh
1	Cn1cc(C(c2ccccc2OCC(=O)O)c2cn(C)c3ccccc23)c2ccccc21	-1%	3µM*	u	u	3.1	-23%	-3%	-82%[inhibitor]	-53*
2	COc1ccccc1-c1nnc(SCC(=O)Nc2cc(C)on2)o1	-9%	-1%	u	9%	0.8	-7%	-9%	-20%[57.5 µM]	1
3	Cc1ccc(S(=O)(=O)Nc2ccc(Br)cc2/C=N/n2cnnc2)cc1	-3%	-19%	26%	u	0.3	-9%	-5%	4%[57.5 µM]	x
4	Cc1ccc(S(=O)(=O)CC(=O)Nc2nccs2)cc1	14%	-6%	-3%	16%	-0.6	-3%	9%	i	8
5	NC(=O)COc1cccc(/C=N/NC(=O)c2ccc(-n3cccc3)cc2)c1	6%	-6%	0%	3%	-0.6	4%	2%	-4%	-8
6	Fc1cccc(CN2CCN(c3ncccn3)CC2)c1	-1%	2%	-9%	7%	-1.9	9%	0%	-14%[57.5 µM]	x
7	CC1(C)Cc2cccc(OCC(=O)Nc3ccccc3N3CCOCC3)c2O1	13%	-2%	-1%	-4%	0.0	1%	-1%	-32%[inhibitor]	24
8	CCc1nc2c(OCc3ccc(F)c(F)c3)cccn2c1N(C)C(=O)c1ccncc1	2%	-7%	7%	27%	-0.1	6%	-5%	-42%[inhibitor]	-4
9	CCC(C)(C)n1nnnc1C(c1ccc(OC)cc1)N1CCN(C(=O)c2ccco2)CC1 (stereo not drawn)	-1%	-25%	4%	-5%	2.5	6%	3%	-22%	0
10	C=CCn1c(=O)c2c(nc3n2CCCN3CCc2ccccc2)n(C)c1=O	-8%	-14%	3%	18%	-4.5	9%	7%	-2%	-8
11	CCc1nc2c(OCc3cc(Cl)cc(Cl)c3)cccn2c1N(C)C(=O)CC(C)C	-8%	-11%	-3%	u	0.7	1%	0%	-5%	-3
12	COc1cc(CNc2ncn[nH]2)ccc1OCC(=O)NC(C)(C)C	0%	0%	-11%[7.66 µM]	-18%[7.66 µM]	1.5	13%	0%	-5%	-5
13	Cc1ccc(S(=O)(=O)N2CCC(C(=O)OC(C)C(=O)NCc3ccccc3)CC2)cc1C (stereo not drawn)	-8%	-6%	-8%	-9%	-0.1	u	2%	i	-1
14	CC(=O)Nc1ccc(SC(Sc2ccc(NC(C)=O)cc2)c2ccccc2)cc1	5%	17µM*	-12%	21%	-0.4	-11%	1%	-5%	2
15	Cc1ccc(C(=O)NCc2nnc(SCC(=O)Nc3sc4c(c3C#N)CCCC4)n2C)cc1	-5%	-5%	1%	-43%	-0.8	1%	-2%	i	-3
16	COc1ccc(CNC(=O)CSc2nnnn2-c2ccc(O)cc2)cc1	7%	u	-5%	u	0.5	-2%	4%	i	-8

Results in GLP1R inv ag and PI5P4Ka inh, for some of the entries so far:
item	Molecule	GLP1R inv ag	PI5P4Ka inh
11	CCc1nc2c(OCc3cc(Cl)cc(Cl)c3)cccn2c1N(C)C(=O)CC(C)C	u	-3
12	COc1cc(CNc2ncn[nH]2)ccc1OCC(=O)NC(C)(C)C	-18%[7.66 µM]	-5

Continuation.
entry	smiles	EPAC1 ag	PLK1 PBD block	GLP1R cytotox	GLP1R inv ag	IL-2 act	EPAC1 antagonist	GLP1R ag	PTHR1 ag	PI5P4Ka inh
17	COc1ccc(CCNC(=O)CCCCn2c(=O)c3ccccc3n(Cc3ccccc3Cl)c2=O)cc1OC	x	x	1%	10%	x	x	-2%	7%	x
18	C#Cc1ccc(CN2CCC(N3CCC(C(=O)NCc4ccccn4)CC3)CC2)cc1	5%	1%	-8%	u	-0.7	14%	-3%	-39%[inhibitor]	-2
19	Cc1ccc(Cc2c(C(C)(C)C)nc3cc(C)c(Br)c(C)n23)cc1	-10%	5%	6%	u	-0.2	-14%	-4%	-13%	4
20	CCCCC1(C)Cc2ccccc2C(=S)N1 (stereo not drawn)	8%	-12%	u	-30%	-3.0	4%	5%	i	x
21	CCN(CC)c1ccc(C(=O)NC(=S)N2CCN(Cc3ccc4c(c3)OCO4)CC2)cc1	13%	-4%	-10%	10µM*	-0.2	-10%	7%	-72%[inhibitor]	1
22	O=C1NC(c2ccc(Br)cc2)Nc2ccccc21 (stereo not drawn)	3%	-4%	-10%	u	-0.4	-3%	-4%	i	0
23	O=C(CSc1nnc(-c2ccc(NS(=O)(=O)c3ccccc3)cc2)o1)NCC1CCCO1 (stereo not drawn)	2%	-1%	16%	5%	0.2	-14%	-2%	i	3
24	C[C@H]1CN([C@@H](C)CO)C(=O)CCCn2cc(nn2)CO[C@@H]1CN(C)C(=O)OCc1ccccc1	3%	-19%	5%	30%	-0.2	-26%	1%	25%	1
25	CCOC(=O)c1cnn(-c2nc(SC)nc3sc4c(c23)CCC4)c1N	-3%	-5%	-13%	0%	-0.2	5%	-8%	14%[57.5 µM]	u
26	CCOc1ccc(CCNC(=O)Cc2ccc(NC3=NC4CS(=O)(=O)CC4S3)cc2)cc1 (stereo not drawn)	-2%	-20%	-2%	12%	-1.4	-7%	7%	-22%	-2
27	CC(=O)c1cc2c(C)c(C(=O)c3ccccc3)oc2cc1O	10%	-8%	45%[activator]	4%	11	-29%	-5%	-22%	13
28	CCCCN1CNC(=S)N(c2ccc(C(=O)OCC)cc2)C1	5%	-5%	15%	-1%	-0.8	u	0%	-12%	-1
29	COC(=O)c1sc(NC(=S)NC(=O)c2ccccc2Cl)nc1C	-6%	-8%	-22%	1%	0.4	-21%	5%	-23%	0
30	c1ccc(-c2cnn3nnnc3n2)cc1	-2%	0%	-12%	11%	1.5	5%	-6%	i	-1
31	O=c1c2ccccc2nc(SCc2cccc(F)c2)n1C1CCCC1	2%	4%	-1%	5%	0.7	-8%	4%	-26%	2
32	O=C(CN1C(=O)CSc2ncccc21)N1CCOCC1	7%	-2%	5%	-3%	2.7	-4%	-4%	i	-1
33	CC(C)(C)NC(=O)C1C(c2ccccc2)=Nc2ccccc2N1C(=O)c1ccc(C(F)(F)F)cc1 (stereo not drawn)	-1%	-2%	-1%	12%	0.0	6%	x	-18%	0
34	COc1ccc(Cl)cc1NC(=O)CN(c1cccc(C)c1C)S(=O)(=O)c1ccccc1	x	x	6%	u	x	x	-2%	-19%	x
35	O=C(COc1cc([N+](=O)[O-])cc2cccnc12)NCCC1=CCCCC1	-2%	-8%	-16%	-13%	-0.6	-1%	18%	-4%	1
36	S=C1N(c2ccccc2)C(c2ccc(Cl)cc2)N2CCCN12 (stereo not drawn)	10%	-2%	10%	u	-1.1	-7%	-1%	-7%	-1
37	CC(=O)Nc1cccc(N/C=C(\C=O)c2nc3ccccc3o2)c1	1%	-11%	-1%	-4%	15	-9%	7%	i	2
38	S=c1[nH]nc(-c2ccccc2)n1/N=C/c1cccs1	1%	-21%	-1%	0%	1.5	6%	-1%	i	x
39	Cc1ccc(S(C)(=O)=O)cc1C(=O)OCC(=O)N(Cc1ccccc1)Cc1ccccc1	0%	-4%	-14%	u	0.5	-10%	16%	-10%	7
40	O=C(/C=C/c1ccco1)c1ccccc1O	-4%	-6%	7%	8%	-0.7	u	2%	-37%[inhibitor]	-4
41	CCc1cc2c(=O)c(-c3cscn3)coc2cc1O	5%	-5%	3%	30%	0.1	10%	-21%	-8%	-7
42	COc1cccc(NC(=O)COC(=O)c2ccco2)c1	-2%	-3%	-8%	-1%	0.0	1%	-2%	-4%[57.5 µM]	-21
43	CCN=c1sc2ccccc2n1CC(O)COc1ccccc1 (stereo not drawn)	10%	-6%	17%	u	-0.3	-19%	17%	-12%[57.5 µM]	6
44	COc1ccccc1N1C(=O)S/C(=C\c2cccs2)C1=O	-11%	-11%	9%	0%	1.1	-21%	-2%	29%	2
45	CC1CCN(S(=O)(=O)c2ccc3c(ccn3CC(=O)O)c2)CC1	-10%	0%	-6%	19%	-2.7	2%	-4%	i	1
46	O=S1(=O)CC(N2CCCC2)CN1Cc1cn(Cc2ccccc2)nn1 (stereo not drawn)	-4%	2%	-1%	6%	0.5	11%	5%	-19%	0
47	CCOc1ccc(S(=O)(=O)N2CCN(c3ccc(OC)cc3)CC2)c2cccnc12	8%	-4%	-3%	51%	-1.6	-2%	3%	-10%[57.5 µM]	0
48	O=C(CNC(=O)c1ccco1)OCc1cccc(Cl)c1	0%	-8%	-13%	4%	-3.0	-2%	-2%	-1%[57.5 µM]	-2
49	O=C1NC(=S)N/C1=C\c1cccnc1	-3%	-2%	-7%	-20%	1.0	2%	-2%	i	-12
50	CCOc1cc(/C=N/n2cnnc2)ccc1O	-1%	-2%	6%	29%	-1.8	-8%	-1%	i	x
51	Cn1cc(S(=O)(=O)N2CCCC2)cc1C(=O)N1CCN(c2cccc(Cl)c2)CC1	0%	2%	-12%&7%	u	-3.5	-3%	2%	-22%	10
52	O=C(NCCS(=O)(=O)c1ccc(Br)cc1)c1ccc(Cl)cc1Cl	-4%	-5%	10%	-34%	-2.5	-5%	-2%	u	3
53	Cc1ccc(Cn2c(C(=O)O)c(CNCCc3ccco3)c3ccc(C)cc32)cc1	x	x	-9%	-27%	x	x	-2%	i	x
54	Cc1ccc(Cl)cc1N(CC(=O)NCc1ccccc1)S(C)(=O)=O	20%	-2%	6%	-9%	-0.3	-4%	1%	-47%[inhibitor]	2
55	COc1ccc(CCC2(C)NC(=O)NC2=O)cc1 (stereo not drawn)	1%	-5%	-4%	6%	-3.3	7%	-10%	i	x

Not all compounds are listed; count on the stated rates, not on these rows.
